Rv3671c inh = inhibitors of M. tuberculosis serine protease Rv3671c; AID 2606; inhibition, % at 5.96 µM; actives 0.048% (n = 320,000); in the data active = inhibition above about 38%;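 also: extracellular domain of Rv3671c used as enzyme; 0% = enzyme with DMSO and 100% = no enzyme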
Target sequence (P9WHR9 whole entry, looked up, the tested form may be a part): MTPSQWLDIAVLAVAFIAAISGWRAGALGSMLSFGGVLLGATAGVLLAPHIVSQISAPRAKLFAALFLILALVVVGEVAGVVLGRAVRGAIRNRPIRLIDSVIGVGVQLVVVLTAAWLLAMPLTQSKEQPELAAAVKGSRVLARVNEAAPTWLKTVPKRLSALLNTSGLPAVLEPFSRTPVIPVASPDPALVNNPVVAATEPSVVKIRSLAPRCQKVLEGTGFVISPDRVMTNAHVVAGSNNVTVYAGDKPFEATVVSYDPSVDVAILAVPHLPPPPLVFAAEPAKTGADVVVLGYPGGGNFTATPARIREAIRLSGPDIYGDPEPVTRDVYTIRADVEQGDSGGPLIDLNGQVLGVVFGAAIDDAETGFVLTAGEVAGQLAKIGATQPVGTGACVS
SARS 3CLpro inh = SARS-CoV 3CLpro protease inhibition; actives 0.14% (n = 290,000); recombinant SARS-CoV 3CLpro, quenched FRET peptide cleavage; inhibition, % at 6 µM; in the data active = inhibition above about 12%
Mtb FBA inh = inhibits M. tuberculosis FBA enzyme | P9WQA3 | AID 588726 | purified M. tuberculosis FBA, fluorescence read-out | inhibition, % at 1 µM | actives 2.3% (n = 360,000); in the data active = inhibition above about 27%;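 also: 0% = vehicle and 100% = reference inhibitor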
Target sequence (P9WQA3 whole entry, looked up): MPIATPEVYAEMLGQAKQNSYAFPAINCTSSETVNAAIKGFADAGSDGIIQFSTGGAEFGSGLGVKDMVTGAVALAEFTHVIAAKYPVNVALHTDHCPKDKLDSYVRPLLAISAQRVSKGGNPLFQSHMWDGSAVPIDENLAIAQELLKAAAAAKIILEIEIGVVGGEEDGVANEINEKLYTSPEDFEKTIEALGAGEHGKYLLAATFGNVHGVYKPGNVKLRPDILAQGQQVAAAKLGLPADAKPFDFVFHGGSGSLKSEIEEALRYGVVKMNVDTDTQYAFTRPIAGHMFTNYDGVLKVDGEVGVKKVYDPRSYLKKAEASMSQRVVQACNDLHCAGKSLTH
DUSP3 inh = blocks human VHR1 dual specificity phosphatase; recombinant VHR phosphatase, pNPP absorbance; P51452; actives 0.52% (n = 290,000); inhibition, % at 13.3 µM; in the data active = inhibition above about 50%; also: some compounds called inactive have numbers as strong as hits
Target sequence (P51452 whole entry, looked up): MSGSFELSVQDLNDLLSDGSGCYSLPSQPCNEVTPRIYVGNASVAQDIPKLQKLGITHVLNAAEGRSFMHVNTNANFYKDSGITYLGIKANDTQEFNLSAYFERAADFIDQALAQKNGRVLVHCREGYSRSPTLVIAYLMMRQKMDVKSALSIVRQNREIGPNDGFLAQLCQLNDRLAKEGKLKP
Vc quorum ag = inducers of Vibrio cholerae quorum light production without autoinducers. activation, % at 18.7 µM. V. cholerae BH1578 lux reporter, luminescence, 6 h. AID 588436. actives 0.16% (n = 350,000); in the data active = activation mostly above about 9.7%, no sharp cut-off; also: not every result past the cut was called active; inactives centre near 0; reference of the scale not given here
BioA inh = BioA (M. tuberculosis) enzyme inhibition; purified M. tuberculosis BioA enzyme, plate reader; inhibition, % at 9.99 µM; actives 0.096% (n = 360,000); AID 602481; in the data active = inhibition above about 40%
SSB-PriA inh = blocks PriA binding to SSB C-terminal tail. inhibition, % at 33 µM. actives 0.6% (n = 430,000). AlphaScreen SSBct-PriA binding, biotinylated peptide. AID 1272365; in the data active = inhibition mostly above about 37%, no sharp cut-off; inactive = mostly below about 20%;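 also: plate controls were negative control peptide for no effect and reference peptide for full effect; strong numbers were not always called active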
MazF activator = activators of E. coli MazEF toxin-antitoxin RNase. P0AE70. actives 0.32% (n = 350,000). activation, % at 20 µM. FAM/BHQ RNA-DNA oligo cleavage fluorescence, 5 h; in the data active = activation above about 50%
Target sequence (P0AE70 whole entry, looked up): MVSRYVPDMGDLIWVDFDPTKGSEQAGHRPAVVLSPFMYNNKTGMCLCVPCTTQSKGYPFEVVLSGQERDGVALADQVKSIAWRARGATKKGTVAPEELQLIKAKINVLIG
GDH-TPI inh = GDH-TPI coupled enzyme inhibition counter-screen | inhibition, % at 4.8 µM | actives 1.2% (n = 360,000) | GDH-TPI coupled enzyme counterscreen, NADH absorbance; in the data active = inhibition above about 30%;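 also: 0% = DMSO wells and 100% = wells lacking the enzyme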
UGM FP inh = inhibitors of M. tuberculosis UDP-galactopyranose mutase. purified UGM, fluorescence polarization probe displacement. P9WIQ1. inhibition, % at 10 µM. actives 0.06% (n = 320,000); in the data active = inhibition above about 10%, passing the limit was not always enough
Starred values were filed as active, the others as inactive; i = inactive; . = not tested or not shown. This is a subset; the hit share may differ from the screen's.

SMILES	Rv3671c inh	SARS 3CLpro inh	Mtb FBA inh	DUSP3 inh	Vc quorum ag	BioA inh	SSB-PriA inh	MazF activator	GDH-TPI inh	UGM FP inh
CCOc1ccccc1NC(=O)C1CCCN1C(=O)OCc1ccccc1 (configuration not stated)	-15	0	4	-15	i	2.6	-13	-2	-2	0.4
CN(CC(=O)Nc1c(Cl)cccc1Cl)C(=O)c1n[nH]c2ccccc12	3	.	-2	.	19	-2.3	8	-2	-1	.
N#Cc1nccc2ccc(OCc3ccc(Br)cc3)cc12	.	.	10	.	-0.7	-2.1	.	-14	5	.
O=C(NC(=S)Nc1ccc(-c2ccc(CO)o2)cc1)c1cccs1	-82	-1	2	-8	1.0	.	3	7	6	3.4
OCCOCCNc1ncnc2c1cnn2-c1ccc(Cl)cc1	-5	-1	20	21	0.4	5.5	-12	3	6	-1.7
CC12CCC(C(=O)NCc3ccc4c(c3)OCO4)(CC1=O)C2(C)C (configuration not stated)	1	0	4	7	i	0.8	-7	-1	14	1.9
C/C(=N\NC(=O)COc1ccc(C)cc1C(C)C)c1cc2ccccc2o1	-18	5	-1	3	0.2	.	.	-5	3	-2.5
Cc1[nH]c2ccccc2c1C(=O)CSC(=S)N(C)C1CCCCC1	-28	3	2	5	0.1	-0.3	-14	0	1	1.9
CCOC(=O)C1=C(C)N(Cc2ccccc2)C(=O)NC1c1ccc(OC)cc1 (configuration not stated)	1	3	-1	5	-0.3	-2.6	1	-3	1	0.0
COc1ccc(Cc2nnc(NC(=O)c3cccc(C)c3)s2)cc1	1	7	-2	21	-0.3	.	-10	6	-1	-0.6
COc1ccc(CN(C)C(=O)Cn2cnc3c(OCc4ccccc4)ncnc32)cc1OC	3	.	-1	.	i	1.8	8	3	0	2.5
Cc1cccc(C2c3[nH]c4ccccc4c3CCN2C(=O)c2cc3c([nH]c2=O)CCCC3)n1 (configuration not stated)	6	2	3	23	-0.2	.	12	6	2	-0.1
CC(=O)Nc1ccc(S(=O)(=O)N2CCN(c3ccc([N+](=O)[O-])c(NCCN4CCOCC4)c3)CC2)cc1	1	5	-5	39	-0.3	0.6	31	2	5	-0.1
COc1cccc2c3cccc(OC)c3c3[nH]cnc3c12	.	.	10	.	0.8	.	-1	20	4	.
CC(=O)c1cccc(OC(=O)c2cc(S(=O)(=O)N3CCOCC3)ccc2N2CCCC2)c1	0	.	0	.	0.5	-0.1	5	-5	5	3.2
Cc1ccsc1/C=N/NC(=O)Cn1nc(C)c([N+](=O)[O-])c1C	1	4	-1	-11	-0.5	.	i	-14	3	0.4
CCOc1ccc(-c2cc(C(=O)NCCCn3ccnc3)c3cc(Br)ccc3n2)cc1	-9	-6	6	-9	-0.3	-0.1	-7	4	9	-1.4
O=C(NCCCNC(=O)c1ccc(F)cc1)c1ccc(F)cc1	6	2	3	-7	-0.3	-0.6	-8	10	0	-4.2
O=C(/C=C/Nc1ccccc1OC(F)(F)F)C(F)(F)F	1	1	1	16	0.6	0.5	-10	2	0	0.4
COc1ccc([C@@H]2[C@@H]3C(=O)N(C(C)(C)C)C(=O)[C@@H]3[C@]3(CC(C)C)C(=O)N(c4ccc(C(F)(F)F)cc4)C(=O)N23)cc1	0	6	0	1	0.3	1.3	-14	-1	3	1.5
CCOC(=O)Nc1ccc(N2CCOCC2)c(S(=O)(=O)Nc2ccc(Cl)cc2)c1	-2	.	2	.	0.3	0.1	0	-9	-1	1.6
COc1ccc(Br)cc1C1SCCN1S(C)(=O)=O (configuration not stated)	1	-3	-1	20	-0.5	-1.5	-16	4	-6	-0.7
CCOn1c(=O)c(-c2cc3ccccc3o2)[n+]([O-])c2ccccc21	4	-5	0	-5	-1.4	-2.5	-10	741*	4	3.1
CC1(C(=O)NS(=O)(=O)c2cccc(C#N)c2)CCN1C(=O)C1(c2ccc(Cl)cc2)CC1 (configuration not stated)	.	.	-3	.	i	-0.7	.	.	5	.
CC1CCN(C(=S)NCCc2ccccc2)CC1	-2	-3	0	39	-0.5	-0.1	-9	-7	4	-1.3
CCOC(=O)C[C@H]1c2cc(F)ccc2S(=O)(=O)N1C(C)C	-4	.	-2	.	i	-2.4	-23	-3	-4	2.1
CCCCCCN1C[C@H](O)[C@@H](n2cc(C3CC3)nn2)C[C@@H]1c1ccc(C)cc1	.	.	-1	.	-0.4	0.8	.	10	1	.
Cc1ccc2cc(CN(CCc3ccccc3)C(=S)NCCCN(C)C)c(=O)[nH]c2c1	.	-5	1	24	0.2	0.0	10	19	12	-2.1
c1ccc(CN2CCN(c3nc(N4CCOCC4)c4ccccc4n3)CC2)cc1	4	1	-5	.	-0.2	4.7	-37	7	-9	-0.1
CC(C)Sc1nc2c(c(=O)n1C)SC(C)C2 (configuration not stated)	2	-1	0	6	-0.2	-0.2	-5	3	2	2.9
Cc1nc(N2CCN(Cc3ccc4c(c3)OCO4)CC2)nc2c1C(=O)CC(c1ccco1)C2 (configuration not stated)	4	-1	0	15	-0.5	1.4	18	-6	2	-0.5
CCN1C(=O)c2ccccc2S(=O)c2ccc(C(=O)N3CCCC3)cc21 (configuration not stated)	5	-3	0	19	i	-0.6	-4	1	3	0.3
CNc1cc(-c2cccc(N(C)C)c2)ncn1	.	.	1	.	-0.5	-0.5	.	.	5	.
Cc1ccc(C(=O)N2CCN(S(=O)(=O)c3ccc(C(C)C)cc3)CC2)s1	-9	.	1	.	-0.3	1.4	-14	1	-4	1.1
CCOc1ccc(S(=O)(=O)N(C)C)cc1-c1nc2c(C(C)(C)C)nn(C)c2c(=O)[nH]1	-2	4	1	15	i	-0.7	-5	7	3	-0.3
CCOC(=O)C(Cc1ccc(O)cc1)NC(=O)CNC(=O)C1CCCN1C(=O)OC(C)(C)C (configuration not stated)	10	2	-1	7	i	1.2	-15	-15	6	0.9
C=CCn1c(=O)/c(=C2/Sc3ccccc3N2CC)s/c1=C1/C(=O)NN=C1C	-21	3	.	13	.	.	.	.	.	-4.2
COc1ccc(CN2CCCCCC2)cc1OC	8	.	3	.	-0.5	-1.0	0	-9	9	0.6
Cc1sc2nc(CN3CCCC3)nc(Cl)c2c1C	-12	-5	2	-4	-0.3	.	9	7	1	1.9
COCC(C)OC(=O)c1c(N)n(Cc2ccco2)c2nc3ccccc3nc12 (configuration not stated)	1	-1	130*	-23	0.6	0.0	-4	30	12	0.8
COc1cc(/C=C2\SC(=O)NC2=O)ccc1Oc1ccc([N+](=O)[O-])cn1	1	1	-1	-11	-0.6	-4.4	6	4	36*	-1.0
O=C(Oc1cccnc1)c1ccc([N+](=O)[O-])cc1Cl	-1	2	4	14	i	0.6	-3	-6	8	1.3
CCCN1CNC(=S)N(c2cc(C)ccc2C)C1	-1	1	-1	18	-5.9	0.1	-4	-10	-1	-0.1
O=C(CSc1nc(-c2ccccc2)c(-c2ccccc2)o1)NCCCO	-5	-1	8	2	-0.3	-0.5	-8	-12	7	-1.7
OCCN1CCN(C2Cc3cc(Cl)ccc3Sc3ccc(Cl)cc32)CC1 (configuration not stated) (tested in a mixture with another compound)	1	-3	1	8	-0.3	-1.3	.	2	7	-0.4

Only MazF activator and SARS 3CLpro inh, for some of the entries so far:
mol,MazF activator,SARS 3CLpro inh
Cc1sc2nc(CN3CCCC3)nc(Cl)c2c1C,7,-5
COCC(C)OC(=O)c1c(N)n(Cc2ccco2)c2nc3ccccc3nc12 (configuration not stated),30,-1

The listing continues:
SMILES	Rv3671c inh	SARS 3CLpro inh	Mtb FBA inh	DUSP3 inh	Vc quorum ag	BioA inh	SSB-PriA inh	MazF activator	GDH-TPI inh	UGM FP inh
COc1cc(NS(=O)(=O)c2ccc(NC(=O)C34CC5CC(CC(C5)C3)C4)cc2)ncn1	-2	-3	-3	27	-0.7	0.4	-18	-4	0	1.0
COc1cccc(Oc2coc3cc(OC(=O)N4CCOCC4)ccc3c2=O)c1	-1	-4	-3	27	-0.3	.	11	14	-3	-1.3
Cc1cccc(N(C)S(=O)(=O)c2ccc3[nH]c(=O)c(=O)[nH]c3c2)c1	-5	4	4	15	-0.2	-3.9	-5	-12	19	1.7
O=C(O)c1ccccc1C(=O)Nc1ccc(Nc2ccccc2)cc1	.	.	-2	.	-5.6	-0.3	.	-7	-1	.
Nc1cc(Cl)cc(C(=O)O)c1Cl	1	.	-2	.	-0.3	-1.7	15	2	0	-0.1
COC(=O)c1sc(NC(=O)c2ccc([N+](=O)[O-])o2)c(C#N)c1C	7	1	-4	9	-0.3	.	2	-6	32*	4.4
CC(=O)c1cn(CCCOc2ccccc2)c2ccccc12	6	0	2	-27	i	4.0	-37	5	0	2.2
CCOc1cccc(NC(=O)c2cccc(F)c2)c1	-2	4	2	33	-0.3	.	-19	2	-9	-1.8
CC(C)C(=O)NC(=S)Nc1ccc(S(=O)(=O)NC2CCCCC2)cc1	-8	4	0	0	-1.7	-0.9	-6	0	8	-1.5
COC(=O)c1cccc(Cn2nc(C)c([N+](=O)[O-])c2C)c1	3	6	4	21	1.9	.	-25	9	-2	-1.6
CCc1nnc(NS(=O)(=O)c2ccc(NCc3cc(Cl)cc(Cl)c3O)cc2)s1	-14	4	1	-3	i	2.0	-8	-11	2	3.4
Cc1cc2occ(CC(=O)N(CC(C)C)c3c(N)n(Cc4ccccc4)c(=O)[nH]c3=O)c2cc1C	-9	.	4	.	i	-0.5	-7	5	-5	-0.7
CC(C)OCCCNC(=O)CN1C(=O)COc2ccc(S(=O)(=O)N3CCCCCC3)cc21	7	-4	0	17	i	-1.8	-3	-18	-8	.
CC(C)CCSc1nc2c(c(=O)[nH]c(=O)n2C)n1CCc1ccccc1	-6	5	2	22	i	-3.1	5	17	-5	-0.3
C=CCOc1ccccc1CN1CCC(n2nccc2NC(=O)C2CC2)CC1	.	5	1	17	-0.5	0.6	2	-3	8	.
CCOc1ccccc1N1CCN(CC(=O)Nc2ccccc2C(=O)NC2CC2)CC1	4	.	4	.	i	-4.1	2	2	-3	.
COc1ccc(CC2C(=O)NC(C)C(=O)N(C)C3Cc4ccc(cc4)Oc4cc(ccc4O)CC(C(=O)NC(C)C(=O)NC(C)C(=O)N2C)N(C)C3=O)cc1 (configuration not stated)	.	.	-1	.	i	.	-4	14	8	.
CCOc1ccc2nc(N/C(N)=N/C(=S)Nc3ccc(C)c(C)c3)nc(C)c2c1	4	7	5	-4	-0.2	.	.	-18	8	1.9
CCOC(=O)c1sc(=S)n(-c2cccc(C(F)(F)F)c2)c1SC	0	-5	2	21	-0.3	-5.7	3	-6	13	-1.1
CCOC(=O)N1CCN(C(=O)c2c[nH]c3ccc(S(=O)(=O)N(C)c4cccc(C)c4)cc3c2=O)CC1	2	5	9	39	2.1	2.7	1	5	14	-0.2
C/C(=N\N1CCN(C2c3ccccc3-c3ccccc32)CC1)c1ccco1	-5	-1	0	9	-0.4	.	.	4	-3	0.5
Oc1c(Cl)cc(Cl)cc1CNc1ccc(Br)cn1	-11	1	4	30	i	-0.6	-14	14	5	1.8
CCOC(=O)c1sc(N(Cc2ccccc2)C(=O)COC(=O)c2ccccc2O)nc1C	6	5	0	-4	-0.2	.	-15	-7	0	0.7
C[C@]12C=CC(=O)C=C1CC[C@@H]1C2=CC[C@]2(C)[C@@H](C(=O)CN3CCN(c4cc(N5CCCC5)nc(N5CCCC5)n4)CC3)CC[C@@H]12	-12	.	7	.	-0.3	-0.3	6	-9	15	-1.4
Cc1ccccc1NC(=O)C1CCN(S(=O)(=O)c2ccc3c(c2)NC(=O)C(C)S3)CC1 (configuration not stated)	-13	-3	-1	-5	-0.4	6.4	9	9	5	0.3

An excerpt of these results, with each value named:
structure: CCOC(=O)c1sc(N(Cc2ccccc2)C(=O)COC(=O)c2ccccc2O)nc1C
  Rv3671c inh = 6
  SARS 3CLpro inh = 5
  Mtb FBA inh = 0
  DUSP3 inh = -4
  Vc quorum ag = -0.2
  BioA inh = .
  SSB-PriA inh = -15
  MazF activator = -7
  GDH-TPI inh = 0
  UGM FP inh = 0.7
structure: C[C@]12C=CC(=O)C=C1CC[C@@H]1C2=CC[C@]2(C)[C@@H](C(=O)CN3CCN(c4cc(N5CCCC5)nc(N5CCCC5)n4)CC3)CC[C@@H]12
  Rv3671c inh = -12
  SARS 3CLpro inh = .
  Mtb FBA inh = 7
  DUSP3 inh = .
  Vc quorum ag = -0.3
  BioA inh = -0.3
  SSB-PriA inh = 6
  MazF activator = -9
  GDH-TPI inh = 15
  UGM FP inh = -1.4

Screening data deposited in PubChem by several laboratories.
